# MPTP inh = permeability transition pore inhibition; AID 602449; isolated mouse mitochondria, Ca2+ swelling absorbance, 30 min; inhibition, % at 10 µM; actives 1.4% (n = 360,000);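 active = inhibition of 50% or more, scaled per plate between neutral and stimulator controls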;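 also: 0% = DMSO wells given calcium and 100% = 1 mM EGTA wells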
# SENP8 block = inhibitors of human SENP8 protease; Q96LD8; recombinant SENP8, Nedd8 substrate fluorescence; inhibition, % at 20 µM; actives 0.64% (n = 360,000); in the data active = inhibition mostly above about 40%, no sharp cut-off; inactive = mostly below about 27%
# Target sequence (Q96LD8 whole entry, looked up): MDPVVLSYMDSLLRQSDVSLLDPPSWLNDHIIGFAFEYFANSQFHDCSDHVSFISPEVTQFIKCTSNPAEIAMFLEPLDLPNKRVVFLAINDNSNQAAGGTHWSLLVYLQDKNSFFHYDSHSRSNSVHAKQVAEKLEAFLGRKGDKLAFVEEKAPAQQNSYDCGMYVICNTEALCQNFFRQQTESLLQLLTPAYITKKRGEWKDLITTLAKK
# SENP6 inh = SENP6 protease inhibition. AID 2599. Q9GZR1. Recombinant SENP6 catalytic domain, aminoluciferin luminescence. actives 1.8% (n = 330,000). inhibition, % at 10 µM;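 active = inhibition above about 50% at the single tested dose, limit read from the data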;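 also: plate controls were DMSO wells with enzyme for no effect and DMSO wells lacking enzyme for full effect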
# GRIN3A LBD mod = modulates the human NR3A ligand-binding domain; NR3A LBD differential scanning fluorimetry, Tm shift; 0% = protein alone, 100% = glycine-bound protein; actives 2.5% (n = 340,000); Tm shift relative to glycine control, % at 25 µM;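 active = melting temperature shift of at least 10% of the positive control shift, at one fixed dose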
# PfGluPho inh = PfG6PD (Plasmodium falciparum) enzyme inhibition. PfGluPho enzyme, NADPH resazurin-diaphorase fluorescence. inhibition, % at 20 µM. actives 0.78% (n = 350,000);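 active = inhibition reaching at least a set limit at 20 µM in the primary screen, cut at about 59% in these data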;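 also: 0% = DMSO wells with substrate and 100% = DMSO wells lacking glucose-6-phosphate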
# hIAP activ = human IAP activation; activation factor at 10 µM; actives 0.16% (n = 330,000); purified human IAP, CDP-Star luminescence, 30 min; hits give high values; 1 = vehicle-only enzyme, 0 = enzyme-free background; AID 2524;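 active = activation factor of the enzyme at least 2-fold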; also: the source names both 10 and 20 µM as test concentration; values of inactives mirror those of a sister screen read the other way
# ATG4B inh = ATG4B (human) cysteine protease inhibition; ATG4B cleavage of LC3-PLA2, NBD-HPC fluorescence, 1 h; inhibition, % at 8.33 µM; actives 0.51% (n = 340,000); Q9Y4P1; in the data active = inhibition above about 40%
# Target sequence (Q9Y4P1 whole entry, looked up): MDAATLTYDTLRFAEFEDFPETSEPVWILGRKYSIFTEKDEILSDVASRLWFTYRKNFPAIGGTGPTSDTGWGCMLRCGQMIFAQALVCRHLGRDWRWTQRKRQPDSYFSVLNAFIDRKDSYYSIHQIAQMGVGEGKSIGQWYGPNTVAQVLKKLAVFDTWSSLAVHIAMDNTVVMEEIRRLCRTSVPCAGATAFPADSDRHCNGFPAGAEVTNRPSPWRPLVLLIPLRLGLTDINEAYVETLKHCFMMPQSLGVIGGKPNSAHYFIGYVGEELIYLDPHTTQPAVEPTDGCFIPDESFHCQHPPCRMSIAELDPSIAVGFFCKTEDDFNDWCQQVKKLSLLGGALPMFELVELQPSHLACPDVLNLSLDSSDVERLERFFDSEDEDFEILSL
# SENP1 FRET inh = SENP1 (human) catalytic domain inhibition; Q9P0U3; actives 0.21% (n = 360,000); recombinant SENP1 catalytic domain, CyPet-SUMO1-YPet FRET cleavage; inhibition, % at 10 µM;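 active = inhibition at least 30% at 10 µM, raw YFP signal under a set limit, fluorescence ratio 0.5 to 1.5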;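 also: 0% = enzyme with DMSO and 100% = no enzyme wells; some results filed as inactive read as strong as hits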
# Target sequence (Q9P0U3 419-644 limits assumed): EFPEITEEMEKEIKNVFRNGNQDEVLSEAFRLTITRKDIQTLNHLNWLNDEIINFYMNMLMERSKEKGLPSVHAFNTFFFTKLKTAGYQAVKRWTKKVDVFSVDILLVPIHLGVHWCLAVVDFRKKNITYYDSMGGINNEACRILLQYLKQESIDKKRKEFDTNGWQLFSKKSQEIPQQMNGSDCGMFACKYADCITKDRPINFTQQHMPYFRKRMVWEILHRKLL
#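 Test system: human SENP1 catalytic domain; medium: Tris pH 8 buffer plus EDTA, NaCl, BME, BSA, NP40, catalase; incubation: 50 min reaction at room temperature; technique: FRET, CFP and YFP emission; controls: no-enzyme low control and enzyme-plus-DMSO high control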
# Starred values were filed as active, the others as inactive; · = not tested or not shown.
SMILES	hIAP activ	SENP6 inh	GRIN3A LBD mod	SENP8 block	PfGluPho inh	ATG4B inh	SENP1 FRET inh	MPTP inh
Cc1ccc(CN(C)C2CCN(C)CC2)cc1	1.2	-35	-1	17	13	-2	-1	0.4
O=C1CN(S(=O)(=O)c2ccccc2)CCN1S(=O)(=O)c1ccccc1	1	-1	1	7	5	32	1	-0.4
C=CCn1c(-c2ccco2)n[nH]c1=S	1.1	4	-1	-43	20	0	2	-6.4
O=C(Nc1ccccc1)c1ccccc1NC(=O)c1ccccc1[N+](=O)[O-]	1	-12	-4	15	2	-1	1	-1.5
CCOc1ccc(S(=O)(=O)NCc2ccncc2)cc1NC(=O)c1ccccc1	0.96	-4	5	5	5	0	1	13
CC(Cc1c[nH]c2ccccc12)NC(=O)OCCCl (configuration not stated)	1	5	-16	8	9	-1	2	-0.6
Cc1cc(Cl)ccc1NNC(=O)c1c(C)noc1C	1.1	-25	1	32	21	-9	1	1.4
COc1cc(C#Cc2ccc3cc(C(C)(C)O)oc(=O)c3c2)cc(OC)c1	0.97	14	-4	-415	14	-19	1	1.6
COc1ccccc1OCCCOc1ccc(/C=C2\SC(=O)NC2=O)cc1OC	0.95	61*	-5	-80	-39	-3	-25	2.0
Cc1cc(N2CCN(c3ccc(F)cc3)CC2)nc(-c2ccccc2)n1	1.1	-15	-12	11	5	6	0	-2.6
COc1ccc([N+](=O)[O-])cc1N(CC(=O)NCCC1=CCCCC1)S(C)(=O)=O	1	-13	-1	14	2	-2	1	1.1
Cc1ccc(N=C2SCCCN2C(=O)c2ccco2)cc1Cl	0.83	-16	-1	25	-11	11	3	-0.7
CCCNC(=O)c1onc(CSc2ccc(F)cc2)c1C(=O)NC(C)C	0.83	-13	1	13	15	-10	0	-0.4
COc1ccc(Nc2nc(N)nc(CSc3nccn3C)n2)cc1	1.3	-9	-2	10	-11	-1	2	0.3
Clc1ccccc1CSc1ncn(-c2ccccc2)n1	0.98	20	-5	11	12	10	0	0.7

# For convenience, some entries already given:
SMILES	hIAP activ	SENP6 inh	GRIN3A LBD mod	SENP8 block	PfGluPho inh	ATG4B inh	SENP1 FRET inh	MPTP inh
O=C1CN(S(=O)(=O)c2ccccc2)CCN1S(=O)(=O)c1ccccc1	1	-1	1	7	5	32	1	-0.4
C=CCn1c(-c2ccco2)n[nH]c1=S	1.1	4	-1	-43	20	0	2	-6.4

# The results go on.
SMILES	hIAP activ	SENP6 inh	GRIN3A LBD mod	SENP8 block	PfGluPho inh	ATG4B inh	SENP1 FRET inh	MPTP inh
NC(=S)NC1CC2CC1C1C=CCC21 (configuration not stated)	1.1	-6	4	3	-16	1	4	1.4
COc1ccccc1N1CCN(C(=O)/C=C/c2cccs2)CC1	1	-34	-5	9	8	2	0	-0.8
Cc1ccnc(NS(=O)(=O)c2cc([N+](=O)[O-])ccc2C)c1	0.97	8	1	8	6	-4	1	2.5
O=C(NC(NC(=S)Nc1ccccc1Cl)C(Cl)(Cl)Cl)c1cccc(Cl)c1 (configuration not stated)	0.93	-15	13*	-20	3	31	-3	77*
C[C@H](O)Cc1cc2ccccc2c(=O)o1	0.92	-23	0	-37	-9	-6	1	0.1
COc1ccc(-c2noc(N3CCC(C(=O)Nc4ccccc4OC)CC3)n2)cc1	0.95	0	-5	8	23	-16	1	-2.5
CCCCN(C(=O)c1cc2c(s1)CCCC2)c1c(N)n(CCC)c(=O)[nH]c1=O	1.1	-6	-1	1	-7	1	-3	-0.8
Cc1[nH]c2ccccc2c1C(=O)C(=O)NCCOc1ccccc1	1	-17	-1	28	1	-6	2	-0.2
O=C1NC(=Nc2ccccc2Cl)S/C1=C\c1cccc([N+](=O)[O-])c1	1.1	-16	0	13	-13	31	0	19
CCOc1ccc(N2CC(C(=O)Nc3ccncc3)CC2=O)cc1 (configuration not stated)	0.79	-17	-1	19	-3	-12	3	-0.9
Cc1nc2ccc(Cl)cc2nc1C	1.1	-5	0	8	-4	-2	1	1.1
CCN1CCN(Cc2c(OC)ccc3ccccc23)CC1	0.92	11	1	8	-9	0	3	3.4
COc1ccccc1NC(=O)CSC1=NC(=O)C(NC(C)=O)C(=O)N1 (configuration not stated)	1.1	-1	0	24	-12	-5	0	-1.4
Cc1ccc(S(=O)(=O)NCc2ccc(C(=O)N3CCN(c4ccccn4)CC3)cc2)cc1	1.1	-6	3	6	5	-8	0	-1.7
COc1ccc(OC)c(NC(=O)Nc2ccc3[nH]ccc3c2)c1	1.1	-18	11*	3	19	-9	3	1.9

# Next records
SMILES	hIAP activ	SENP6 inh	GRIN3A LBD mod	SENP8 block	PfGluPho inh	ATG4B inh	SENP1 FRET inh	MPTP inh
Cc1cnc(C(=O)Nc2cccc(S(=O)(=O)N(C)C)c2)cn1	0.93	-5	0	13	-1	-10	-1	0.0
Cc1ccc(NC(=S)N/N=C/c2ccc([N+](=O)[O-])s2)cc1	0.9	24	23*	40*	13	-16	0	21
Cc1cc(C(=O)NC2CCCC(C)C2C)c2ccccc2n1 (configuration not stated)	1	-23	0	4	11	-3	-4	-0.9
O=P(COCCO)(c1ccccc1)c1ccccc1	0.82	-11	4	8	11	-4	-1	-3.3
C=COc1ccc(N2C(=O)c3ccccc3OC2C)cc1 (configuration not stated)	1.2	-18	0	12	-20	-2	2	0.5
O=C(CSc1ccc(-c2cccnc2)nn1)Nc1ccc(F)cc1F	1	10	2	-2	7	-2	-1	-1.0
Cc1c(/C=N/Nc2nc3ccccc3[nH]2)c2ccccc2n1C	1.3	-34	3	-325	44	-34	-27	0.8
CN(C)c1ccc(/C=N/NC(=O)CCc2c[nH]c3ccccc23)cc1	1.1	-21	16*	-369	4	-22	1	2.8
CC(Oc1ccc(Cl)cc1)c1ccnn1S(C)(=O)=O (configuration not stated)	0.98	-3	1	33	4	-4	0	-2.0
COc1ccc(C(=O)NCCc2nnc3ccc(SCC(=O)NCCc4ccc(OC)c(OC)c4)nn23)cc1	1.2	-8	-1	10	-2	2	1	-0.2
Cc1ccc(/C=C2/NC(=O)N(Cc3ccc(Br)cc3)C2=O)o1	1.2	3	-1	-186	27	-7	-8	12
CCOCCCNC(=O)c1cc(Sc2ccc(C)cc2)nc2ccccc12	0.85	-17	2	-29	-3	-8	0	1.2
COc1ccccc1C(=O)NC(=O)CSc1nnc(C)s1	1.1	-14	1	-2	-6	-4	1	-1.8
CC(O)CNc1ccc(-c2nn(C)c(=O)c3ccccc23)cc1[N+](=O)[O-] (configuration not stated)	0.81	-4	2	6	3	2	0	2.6
Oc1cc(Cc2ccccc2)cnc1CN1CCOCC1	0.85	-10	-3	3	3	4	-2	-1.1

# Continued:
SMILES	hIAP activ	SENP6 inh	GRIN3A LBD mod	SENP8 block	PfGluPho inh	ATG4B inh	SENP1 FRET inh	MPTP inh
O=C(c1ccc(COc2ccccc2Br)o1)N1CCCCCC1	0.99	0	-5	6	-8	35	0	0.3
COc1cccc(/C=C2\SC(=S)N(N3C(=O)CCCC3=O)C2=O)c1	0.96	-5	24*	28	0	-3	-2	-0.6
CCOc1ccc(NC(=O)CC2Nc3ccccc3NC2=O)cc1 (configuration not stated)	0.96	11	2	-50	-2	-8	-86	1.4
Cc1cc(C)n2c(Br)c(CN3CCCC(C)C3)nc2n1 (configuration not stated)	1	-17	5	-414	-8	0	-1	-1.2
Cc1ccc(-n2ncc3c2CC(C)(C)CC3NC(=O)CCCN2CCCCC2=O)cc1 (configuration not stated)	1.4	3	-3	15	-19	1	0	2.0
COc1ccc(-c2ccc3c(c2)O[C@@H](CN(C)C(=O)c2ccccc2F)[C@@H](C)CN([C@@H](C)CO)S3(=O)=O)cc1	·	·	·	7	-7	·	0	-1.2
CCCn1c2ccc(F)cc2c2nnc(NN)nc21	0.95	9	-2	70*	-1	-2	-1	-0.2
O=C(CSCc1ccc(Cl)cc1)Nc1ccc(S(=O)(=O)N2CCOCC2)cc1	1.2	-6	-9	5	-22	4	0	4.4
COC(=O)c1ccc(OC)c(Cn2c(=O)n(C)c(=O)c3ccccc32)c1	1.1	1	-5	18	-1	8	2	0.1
COc1ccccc1-c1cc(C(=O)Nc2cccnc2)no1	·	·	0	-10	-3	1	1	-2.6
COC(=O)CN(c1ccccn1)S(=O)(=O)c1ccccc1	0.88	1	2	-426	-21	2	0	-0.7
Fc1ccc(Nc2ncnc3ccccc23)cc1	1.1	16	-2	-23	-8	0	0	1.1
CC(NC(=O)CCNS(=O)(=O)c1ccc2c(c1)c(=O)n(C)c(=O)n2C)c1ccccc1 (configuration not stated)	0.97	9	0	3	-8	9	1	0.0
Cc1ccsc1CNS(=O)(=O)c1ccc(F)cc1	0.96	-9	-1	6	9	5	2	-2.2
CC(C)(C)c1cc(Cl)ccc1OCCn1ccnc1	1.1	-13	-1	8	28	9	1	0.9

# Later entries
SMILES	hIAP activ	SENP6 inh	GRIN3A LBD mod	SENP8 block	PfGluPho inh	ATG4B inh	SENP1 FRET inh	MPTP inh
CC(=O)NC1CC2CCCC(C1)N2C(=O)Nc1cccc(C)c1 (configuration not stated)	·	·	0	4	13	6	2	-0.8
COC(=O)C(C)n1cnc2c(nnn2-c2cccc(OC)c2)c1=O (configuration not stated)	1.1	-40	3	12	-2	2	-2	-0.8
Cc1cccc(NS(=O)(=O)c2cccc(C(=O)NCC3(N4CCCCC4)CCCCC3)c2)c1	1.5	-16	-2	15	-8	-2	-2	0.1
Cc1nn(-c2ccc([N+](=O)[O-])cc2)c2c1C(c1cccc(Br)c1)N1C(=N2)C(=O)Nc2ccccc21 (configuration not stated)	0.82	-2	6	-71	-32	11	-23	1.1
Cc1ccc(NC(=O)CN2CCC(NC(=O)Cc3ccccc3)CC2)cc1C	1.1	-14	-4	3	-8	6	-2	-1.4
COc1cc(CC(=O)N2CCN(S(=O)(=O)c3ccc(C)cc3)CC2)cc(OC)c1OC	0.96	-2	1	4	2	1	4	-1.0
COCP(=O)(c1ccccc1)c1ccccc1	0.8	2	2	15	-12	3	3	-1.5
CCOc1ccc(C(=O)CC(C(=O)O)N2CCN(Cc3ccccc3)CC2)cc1 (configuration not stated)	0.91	-8	1	3	-9	7	0	-0.2
CCN1C(=O)[C@H]2[C@@H](c3ccc(C(F)(F)F)cc3)N[C@]3(CCCN(Cc4ccccc4)C3=O)[C@H]2C1=O	·	·	·	8	3	·	2	-1.3
CCOC(=O)c1cc(CC)sc1NC(=O)CN1CCN(C(=O)C2CCCO2)CC1 (configuration not stated)	0.96	-2	-1	1	-15	3	-2	-0.2
O=C(Cn1c(=O)[nH]n(-c2ccccc2)c1=O)N1CCCc2ccccc21	1.1	2	0	14	-12	-7	0	0.3
CS(=O)(=O)N(CC(=O)N1CCCCCC1)c1ccc2c(c1)OCCO2	1.1	-7	1	13	11	-1	1	0.7
Cc1ccc(NC(=O)c2ccc(C(=O)c3ccccc3)cc2)nc1	0.94	-2	3	18	21	-3	3	-1.1
Cc1ccc(SCC2=NN(c3nc(C)cc(C)n3)C(=O)C2)cc1	1.2	12	-1	17	-14	3	1	0.3
O=C(Nc1ccc(S(=O)(=O)Nc2nccc(C3Cc4ccccc4C(=O)O3)n2)cc1)c1ccccc1 (configuration not stated)	0.87	-13	3	-7	-10	-2	-4	-3.7

# Later entries:
SMILES	hIAP activ	SENP6 inh	GRIN3A LBD mod	SENP8 block	PfGluPho inh	ATG4B inh	SENP1 FRET inh	MPTP inh
Cc1oc2c(CN(C)C)c(O)ccc2c(=O)c1-c1ccc2ccccc2n1	1	-21	0	-1	7	-2	0	0.0
COCCN(Cc1cc2cc(C)ccc2nc1Cl)C(=O)Nc1ccccc1OC	0.92	-17	2	8	19	-11	0	-1.7
COc1ccc(C(C(=O)Nc2ccc(F)cc2)N(C(=O)Cn2nnc3ccccc32)C2CC2)cc1 (configuration not stated)	0.98	5	2	6	4	-37	2	0.4
C/C(=N\OCC(=O)Nc1c(C)cc(C)cc1C)c1ccc2c(c1)OCCO2	0.98	-5	0	9	6	-9	4	0.9

# Some of these compounds in order of their number in SENP6 inh, rising:
Compound	SENP6 inh
Cc1oc2c(CN(C)C)c(O)ccc2c(=O)c1-c1ccc2ccccc2n1	-21
COCCN(Cc1cc2cc(C)ccc2nc1Cl)C(=O)Nc1ccccc1OC	-17
C/C(=N\OCC(=O)Nc1c(C)cc(C)cc1C)c1ccc2c(c1)OCCO2	-5

# Screens deposited in PubChem by Sanford-Burnham Center for Chemical Genomics.
